High-throughput results: PubChem BioAssay, several laboratories
ARFGAP1 inh = rat ARFGAP1 inhibition | 360,000 compounds, 0.26% hits | AID 651572 | Arfgap1-stimulated ARF1 GTP hydrolysis, GDP FP detection | inhibition, % at 16.5 µM | Q62848;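 active means inhibition above a per-plate limit, mean inhibition of low control wells plus 3 SD, cut at about 25% in these data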;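 further: 0% = DMSO wells with enzyme and 100% = wells lacking Arfgap1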
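material = rat Arfgap1 catalytic domain, aa 1-136 | also added = human ARF1(Δ1-17)-GTP substrate | compound dosing = one concentration, 16.5 µM, DMSO 1.26% | times = GTP hydrolysis reaction 2 h at 25 °C | measured by = FP, GDP Alexa 633 tracer displaced from anti-GDP antibody, 620/688 nm | evaluation = percent inhibition of Arfgap1-stimulated GTP hydrolysis | replication = single well per compound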
mABHD4 FP = ABHD4 (mouse) inhibition, primary FP screen; Q8VD66; inhibition, % at 8.92 µM; 370,000 compounds, 0.54% hits; purified mABHD4, FP-Rh probe fluorescence polarization; AID 720543;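 active means inhibition exceeding the mean over every tested compound plus 3 SD, cut at about 30% in these data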;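 further: 0% = plate median of compound wells and 100% = S159A mutant with DMSO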
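Test system: mABHD4 protein; Read-out basis: % inhibition; Incubation: 45 min + 60 min at 25 °C; Repeats: single replicate; Technique: fluorescence polarization with parallel and perpendicular emission, 525/598 nm; Compound: 8.92 µM, single dose; Benchmarks: full inhibition S159A mutant plus DMSO, zero as sample-well median.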
GC-A act = GC-A (human) enzyme activation; HEK293 GC-A cells, cGMP TR-FRET, EC30 ANP; 0% at EC30 ANP, 100% saturating ANP; activation, % at 10 µM; 370,000 compounds, 0.14% hits; AID 1671463; in the data active means activation above about 40%
rCAG binder = binds r(CAG) RNA repeats | r(CAG) RNA repeat, TO-PRO-1 dye displacement fluorescence | inhibition, % at 3 µM | 370,000 compounds, 1.3% hits | AID 651821;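 active means inhibition above the plate cutoff, the mean of all test compounds on that plate plus 3 SD, cut at about 35% in these data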;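 further: 0% = DMSO alone and 100% = 100 µM mitoxantrone as full dye displacement; higher means more dye released from RNA so lower well fluorescence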
ASAP1 GAP inh = inhibitors of human ASAP1 ArfGAP activity. ASAP1-stimulated ARF1 GTP hydrolysis, GDP FP detection. AID 624377. 360,000 compounds, 0.19% hits. Q9ULH1. inhibition, % at 16.5 µM; in the data active means inhibition above about 25%;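 further: 0% = vehicle with enzyme and substrate and 100% = no enzyme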
PG9 binder = binds the HIV-1 gp120 antibody PG9 | TR-FRET gp120-PG9 antibody binding | inhibition, % at 6.7 µM | 360,000 compounds, 0.43% hits; in the data active means inhibition above about 8.5%
SMARCA2 activ = activators of SMARCA2 function; MG213 cells, MMTV-luciferase reporter, dexamethasone, overnight; 370,000 compounds, 1% hits; activation, % at 9.1 µM; in the data active means activation above about 7.8%;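 further: 0% = vehicle wells and 100% = reference activator wells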
NPR2 activator = GC-B (human) receptor activation | P20594 | 370,000 compounds, 0.11% hits | HEK293-GC-B cells, CNP EC30, cGMP TR-FRET; 0% at EC30 CNP, 100% saturating CNP | activation, % at 10 µM;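 active means activation at 10 µM reaching about 35% in either raw or pattern-adjusted values, limit read from the data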
Rev-erbA mod = modulators of human Rev-erb alpha DNA binding. AID 1259318. activity, % at 10 µM. 370,000 compounds, 0.79% hits. P20393. Rev-erbα–FITC-DNA binding, fluorescence polarization, 90 min;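 active means activity above about 14%, limit read from the data; passing the limit was not always enough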;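 further: 0% = DMSO wells with 35 nM protein and 100% = DMSO wells with 750 nM protein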
Target sequence (P20393 whole entry, looked up): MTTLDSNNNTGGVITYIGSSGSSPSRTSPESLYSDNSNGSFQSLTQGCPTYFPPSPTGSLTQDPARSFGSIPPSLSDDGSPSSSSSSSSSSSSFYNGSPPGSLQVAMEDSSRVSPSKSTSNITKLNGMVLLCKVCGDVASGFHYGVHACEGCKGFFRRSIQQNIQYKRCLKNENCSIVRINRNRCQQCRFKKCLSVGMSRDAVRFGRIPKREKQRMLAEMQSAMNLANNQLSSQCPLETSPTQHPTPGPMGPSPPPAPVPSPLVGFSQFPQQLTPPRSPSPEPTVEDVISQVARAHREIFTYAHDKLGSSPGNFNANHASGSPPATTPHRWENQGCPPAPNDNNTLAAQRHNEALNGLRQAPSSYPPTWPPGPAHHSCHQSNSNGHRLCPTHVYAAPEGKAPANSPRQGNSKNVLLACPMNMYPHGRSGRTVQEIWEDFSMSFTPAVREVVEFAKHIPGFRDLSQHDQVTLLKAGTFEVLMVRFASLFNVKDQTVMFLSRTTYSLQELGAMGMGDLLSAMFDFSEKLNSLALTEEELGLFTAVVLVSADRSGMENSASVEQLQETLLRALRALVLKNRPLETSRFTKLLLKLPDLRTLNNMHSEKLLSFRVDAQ
HTRA1 inhibitor = inhibitors of human serine peptidase HTRA1; Q92743; recombinant HTRA1, FP-rhodamine activity-based probe, fluorescence polarization; inhibition, % at 5.96 µM; 340,000 compounds, 0.5% hits; in the data active means inhibition above about 36%;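 further: 0% = enzyme with DMSO and 100% = wells lacking enzyme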
Target sequence (Q92743 whole entry, looked up): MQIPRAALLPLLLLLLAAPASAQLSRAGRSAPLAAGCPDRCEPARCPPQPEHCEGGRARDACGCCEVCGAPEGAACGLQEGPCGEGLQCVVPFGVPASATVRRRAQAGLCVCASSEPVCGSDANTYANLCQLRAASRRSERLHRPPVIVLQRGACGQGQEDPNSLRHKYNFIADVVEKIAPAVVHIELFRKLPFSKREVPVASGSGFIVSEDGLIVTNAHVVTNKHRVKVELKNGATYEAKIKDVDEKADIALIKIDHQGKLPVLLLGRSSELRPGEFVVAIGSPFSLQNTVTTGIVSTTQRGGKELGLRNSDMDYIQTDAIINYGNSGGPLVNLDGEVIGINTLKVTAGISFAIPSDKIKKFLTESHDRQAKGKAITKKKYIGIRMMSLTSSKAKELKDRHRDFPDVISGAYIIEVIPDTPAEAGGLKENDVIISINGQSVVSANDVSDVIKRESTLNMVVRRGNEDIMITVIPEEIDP
Numbers without * were called inactive; · = not tested or not shown.

SMILES	ARFGAP1 inh	mABHD4 FP	GC-A act	rCAG binder	ASAP1 GAP inh	PG9 binder	SMARCA2 activ	NPR2 activator	Rev-erbA mod	HTRA1 inhibitor
COC(=O)N/N=C/c1cn(CCCOc2ccccc2)c2ccccc12	-10	9	-3	2	10	-1.1	5	0	-3	-1
Cn1c(NC(=O)c2cc(-c3ccc4c(c3)OCO4)nc3ccccc23)cc(=O)n(C)c1=O	-7	-4	1	5	5	-0.6	5	-8	-2	-3
COc1ccc(N2C(=O)[C@H]3[C@@H](C2=O)C2c4ccccc4C=NN2[C@H]3C(=O)C(C)(C)C)cc1 (some centres not stated)	4	-5	2	-7	6	-0.1	-3	2	4	4
COc1cc(/C(C)=N/NC(=O)CN2CCN(S(=O)(=O)c3ccc(C)cc3)CC2)ccc1O	4	5	2	-3	1	0.2	-2	-4	7	-8
C#CCn1c(=NC(=O)c2cccs2)sc2cccc(OC)c21	8	-18	-1	8	3	-1.4	1	-2	10	-14
COc1ccccc1-c1cc(C(F)(F)F)nc(S(=O)(=O)CCCC(=O)O)n1	-5	-2	32	-1	0	2.4	-4	5	-2	-29
CN(C)C1N(C(=O)c2ccccc2)N=C2c3ccccc3S(=O)(=O)N21 (configuration not stated)	2	0	-3	-7	-7	2.3	-3	1	-2	4
COC(=O)C1=C(C)N(Cc2ccccc2C(F)(F)F)C(=NCc2ccc3c(c2)OCO3)NC1c1ccc(C(F)(F)F)cc1 (configuration not stated)	-3	17	-9	2	-5	-3.6	-2	-10	3	·
CC(=O)c1cccc(CN2CCCC(CCC(=O)NCc3ccccc3F)C2)c1 (configuration not stated)	-8	4	-1	-9	-12	0.0	-3	-2	-3	4
COC(=O)C1=CN(Cc2ccccc2)C=C(C(=O)OC)C1c1ccc(OC)c(OC)c1	5	4	-12	1	5	2.2	-1	-13	-2	14
COC(=O)[C@]12C[C@H](CC(=O)NCc3cccs3)C(=O)N(Cc3ccccc3)C1=C[C@H](C(C)(C)C)O[C@@H]2C	-4	0	-12	1	9	-0.8	-5	-19	3	·
OCCn1nc2c3ccccc3nc-2n(-c2ccccc2)c1=S	-5	7	0	6	-17	-0.7	-1	1	3	1
COc1ccc(-c2noc(C(C)n3nc(C)c([N+](=O)[O-])c3C)n2)cc1OC (configuration not stated)	-14	-1	2	-2	-14	0.2	-1	-2	-5	-3
CC(=O)c1cn(CC(=O)Nc2ccc(C)cc2C)c2ccccc12	8	-4	-1	0	-5	1.5	-3	4	1	-2
S=c1[nH]nc(CNc2ccc(Cl)cc2)n1Cc1ccccc1	4	-1	0	8	0	-0.6	-2	-2	1	4
COc1ccccc1OCCC(=O)OCC(=O)NCc1ccc(F)cc1	16	-5	2	-1	0	-2.0	2	-2	-2	1
O=C(OCC(=O)N1c2ccccc2Sc2ccccc21)c1cccnc1	-1	-9	-4	-2	1	0.5	0	-6	2	-7
O=C1CC(N2CCCN(Cc3ccccc3)CC2)=NC(=O)N1c1ccc(Br)cc1	·	-4	5	7	·	·	-3	9	0	·
CC1CCCC(NC(=O)c2ccc3c(c2)NC(=O)CS3)C1C (configuration not stated)	-4	2	1	1	-4	2.1	3	0	-1	-2
Cc1ccc(N2C(=O)C(Cl)=C(N3CCOCC3)C2=O)cc1Cl	-9	9	6	-3	5	0.9	1	-8	-3	-24
O=C1C2C(c3ccccc3)CC=CC2[C@H](c2ccoc2)N1Cc1ccccc1 (some centres not stated)	-21	-5	-14	-5	-3	-1.2	-2	-17	-4	-31
Cc1cc(C)n(CC(=O)NC2C(=O)N3C(C(=O)O)=C(CSc4nnc(C)s4)CSC23)n1 (configuration not stated)	0	9	·	9	-7	-1.4	-1	·	·	-2
CCOC(=O)c1c(C)[nH]c(C(=O)/C(C#N)=C/c2ccc(OC)c(OC)c2)c1C	8	-9	6	14	-15	-2.6	-1	0	2	-8
Cc1ccc(NC(=O)CCCc2ccccc2)nc1	-1	0	2	-4	2	0.3	5	3	4	3
CCCCCC(=O)N1C[C@H](O)[C@@H](n2cc(COC(=O)c3ccccc3)nn2)C[C@@H]1c1ccc(OC)cc1	-4	2	2	2	-2	-1.6	1	-8	-1	1
CCN1CCN(c2ccc(S(=O)(=O)N3CCOCC3)cc2NC(=O)/C=C/c2cccc(OC)c2OC)CC1	15	-2	-2	-2	14	-2.2	-3	-3	2	0
O=C(N/N=C/c1ccccn1)c1cc(-c2ccc3ccccc3c2)n[nH]1	29*	-65	-1	15	14	0.3	2	4	2	-22
CCOc1ccc(Br)cc1S(=O)(=O)Nc1cccc(S(=O)(=O)Nc2ccccc2C(=O)O)c1	-10	-12	5	78*	-3	-0.5	-2	-5	-1	-33
CN1CCN(C(=O)c2ccc(-c3ccc(Br)cc3)o2)CC1	7	-9	1	0	3	1.9	3	2	8	1
Cc1ccc2oc(=O)c(/C=C(\O)C(C)(C)C)nc2c1	1	21	-2	0	1	-3.7	4	-1	-4	1
COc1ccc(CNc2nc3ccccc3n2C(C)C)c(O)c1	19	4	2	0	-6	0.6	-2	0	-2	-9
O=C(Nc1ccccc1C(F)(F)F)c1ncn[nH]1	3	-4	-2	-4	-1	0.7	2	1	2	-1
O=C(CSc1nccn(-c2ccc(Br)cc2)c1=O)NC1CCCC1	8	1	1	-3	-8	-2.0	-2	-2	3	-1
O=C(NCCc1ccccc1)C1CC(=O)N(C2CCCCC2)C1 (configuration not stated)	14	-2	-1	-5	13	-0.9	1	6	-5	5
O=c1c2oc3ccccc3c2ncn1Cc1ccc(Cl)cc1	2	-4	2	-1	9	0.3	-2	1	-4	-2
CC(C)Oc1ccc(N2C(=O)c3ccccc3C2=O)cc1	-6	3	2	-1	16	-0.4	0	0	-2	3
CCOC(=O)C(NC(C)=O)C(O)c1ccc([N+](=O)[O-])cc1 (configuration not stated)	2	6	-3	-1	-6	-0.9	0	-1	0	6
COc1ccc(CNC(=O)N2CCc3ccccc3C2)cc1	-9	4	2	-2	-5	-0.4	0	5	4	2
Cc1cc(C)nc(-n2nc(C)cc2NC(=O)c2cccc(S(=O)(=O)N3CCOCC3)c2)n1	15	2	6	-1	-8	0.5	0	0	-3	9
Cc1cc(OCC(=O)Nc2ccc(CN3CCOCC3)cc2)c2c(C)c(C)c(=O)oc2c1	-1	10	3	-1	6	-0.4	-2	7	-7	3

Reprinted from the part before: 3 compounds, followed by the next part.
SMILES	ARFGAP1 inh	mABHD4 FP	GC-A act	rCAG binder	ASAP1 GAP inh	PG9 binder	SMARCA2 activ	NPR2 activator	Rev-erbA mod	HTRA1 inhibitor
COc1ccc(CNC(=O)N2CCc3ccccc3C2)cc1	-9	4	2	-2	-5	-0.4	0	5	4	2
Cc1cc(C)nc(-n2nc(C)cc2NC(=O)c2cccc(S(=O)(=O)N3CCOCC3)c2)n1	15	2	6	-1	-8	0.5	0	0	-3	9
Cc1cc(OCC(=O)Nc2ccc(CN3CCOCC3)cc2)c2c(C)c(C)c(=O)oc2c1	-1	10	3	-1	6	-0.4	-2	7	-7	3
O=C(NCCc1nc2ccccc2[nH]1)/C(=C/c1ccc2c(c1)OCO2)NC(=O)c1ccccc1	-2	-5	4	-4	-6	-0.8	-3	-1	-8	-3
Cc1cccc(C)c1-n1nnnc1C(C)(C)N1CCN(N=O)CC1	-1	3	2	-2	5	0.0	-4	1	-4	8
CCCN(CCC)CCCNC(=O)c1ccc2c(Cl)c3c(nc2c1)CCC3	10	-2	3	1	0	-1.4	6	-4	4	8
CC(NC(=O)/C(=C\c1ccco1)NC(=O)c1ccco1)C(=O)O (configuration not stated)	3	6	0	-1	-4	-3.7	-1	4	-2	4
CCOc1ccc(NC(=O)CSc2nc3ccccc3c(=O)n2CCNC(C)=O)cc1	5	-1	0	1	-8	0.0	-4	1	1	4
O=C1Nc2ccccc2/C1=N/N=C/c1ccc(-c2ccc([N+](=O)[O-])cc2)o1	3	-5	·	3	0	-2.5	-1	·	·	-16
COC(=O)C1=C(N)Oc2cc(C)n(CCc3ccccc3)c(=O)c2C1c1cccnc1 (configuration not stated)	-9	0	-35	-10	-2	-0.4	-1	-24	-7	2
Cc1cc(Cl)ccc1OCC(=O)N[C@@H](Cc1ccccc1)c1nc2ccccc2[nH]1	3	-5	-6	0	2	1.1	-5	4	0	3
Cc1ccccc1N(C(=O)CCCC(=O)Nc1ccccn1)C(C(=O)NC1CCCC1)c1ccc(O)cc1 (configuration not stated)	-8	-10	-6	1	6	-1.0	-2	-6	1	-3
COc1ccc(S(=O)(=O)N(C)C[C@H]2Oc3c(NC(=O)Nc4c(C)noc4C)cccc3C(=O)N([C@H](C)CO)C[C@@H]2C)cc1	14	0	3	-5	10	-2.9	0	4	1	2
O=C(CN1CCN(c2ccc(F)cc2)CC1)Nc1cc(C(F)(F)F)ccc1Cl	8	4	-1	-2	10	0.3	-1	7	3	1
Cc1ccc(Cn2ccc(NC(=O)C3C4CCC(C4)C3C(=O)O)n2)cc1 (configuration not stated)	5	2	0	1	-3	-0.4	2	4	-3	-8
CCNC(=O)C1(C)CCCN(C(=O)c2cc(C)nn2C(C)(C)C)C1 (configuration not stated)	-19	-4	2	-1	-1	-0.7	-4	-2	2	·
CCCCN(C)CCn1c(=S)[nH]c2ccc(N3CCOCC3)cc2c1=O	9	-4	-3	-3	7	-0.1	9.7*	2	5	4
COc1ccc(NS(=O)(=O)c2cc(NC(=O)C(CC(C)C)NC(N)=O)ccc2N2CCOCC2)cc1 (configuration not stated)	-3	-5	-1	3	-5	-0.1	-2	2	0	4
CCOC(=O)C(=CNNc1cccc(Cl)c1)C(=O)OCC	11	-2	-1	5	9	-1.8	0	-8	-3	3
COC(=O)c1ccccc1NC(=O)CN1C(=O)CSC1=O	-3	2	-2	1	-16	0.5	0	4	2	7
CCOC(=O)CN(C(=O)COc1nc(-c2ccccc2)cc(C)c1C#N)c1ccccc1C	1	-5	-10	3	9	-1.2	0	-5	-3	·
CCC/C(=C1/c2ccccc2C(=O)N1c1ccccc1)c1ccc2c(c1)OCCO2	3	-22	0	-1	12	-0.4	0	-8	2	-17
Cc1csc(NC(=O)Cc2ccccc2Cl)n1	17	11	-3	7	-10	-0.9	-1	0	1	-11
CCOc1ccccc1NC(=O)CN(C)S(=O)(=O)c1cccc2nsnc12	13	-7	-1	-1	-6	0.3	-7	2	8	-5
COc1cccc(/C=C2/C(=O)NN(c3ccccc3)C2=O)c1	10	4	19	16	-1	-1.5	0	9	0	7

2 compounds picked at random from those above:
SMILES	ARFGAP1 inh	mABHD4 FP	GC-A act	rCAG binder	ASAP1 GAP inh	PG9 binder	SMARCA2 activ	NPR2 activator	Rev-erbA mod	HTRA1 inhibitor
CCCCN(C)CCn1c(=S)[nH]c2ccc(N3CCOCC3)cc2c1=O	9	-4	-3	-3	7	-0.1	9.7*	2	5	4
CCOc1ccc(NC(=O)CSc2nc3ccccc3c(=O)n2CCNC(C)=O)cc1	5	-1	0	1	-8	0.0	-4	1	1	4
